# Screening data deposited in PubChem BioAssay by National Center for Advancing Translational Sciences (NCATS).
# PLK1 PBD inh – blocks phosphopeptide binding to human PLK1 polo-box domain | P53350 | 360,000 tested, 2.8% active | Potency, µM, for inactives: max response, negative = inhibition, usual class: inhibitors | Plk1 PBD binding of FITC phosphopeptide, fluorescence polarization | AID 720504; also: potency is read from the fitted curve at half-maximal effect; series mostly up to about 57 µM; % is scaled to controls: 0 for no effect and ±100 for the full control effect; nearly all actives have a fitted effect of over 65% in size
# Target sequence (P53350 whole entry, looked up, the tested form may be a part): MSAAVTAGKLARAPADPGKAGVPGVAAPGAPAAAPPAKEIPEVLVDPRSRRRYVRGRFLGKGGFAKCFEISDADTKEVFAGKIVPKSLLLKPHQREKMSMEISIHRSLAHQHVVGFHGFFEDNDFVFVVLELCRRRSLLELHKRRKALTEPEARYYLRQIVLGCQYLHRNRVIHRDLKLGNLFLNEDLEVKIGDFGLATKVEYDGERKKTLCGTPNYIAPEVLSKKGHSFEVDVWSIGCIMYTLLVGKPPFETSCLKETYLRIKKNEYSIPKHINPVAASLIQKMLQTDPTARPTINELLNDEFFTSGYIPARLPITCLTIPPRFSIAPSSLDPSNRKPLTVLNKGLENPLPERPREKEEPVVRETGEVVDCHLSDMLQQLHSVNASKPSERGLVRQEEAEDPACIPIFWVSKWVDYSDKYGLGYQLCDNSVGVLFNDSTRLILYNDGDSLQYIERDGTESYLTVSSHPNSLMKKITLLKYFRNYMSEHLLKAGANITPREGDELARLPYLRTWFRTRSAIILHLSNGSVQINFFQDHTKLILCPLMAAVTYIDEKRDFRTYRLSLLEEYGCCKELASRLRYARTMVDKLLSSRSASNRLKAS
# EPAC1 antagonist – blocks human EPAC1 exchange factor; EPAC1 GEF assay, Rap1b-BODIPY-GDP exchange fluorescence; Potency, µM (series often up to 115 µM), inactives show top-dose activity change, negative = inhibition, hits mostly inhibitors; 360,000 tested, 0.14% active; AID 720709;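 also: potency is read from the fitted curve at half-maximal effect; plate controls were vehicle for no effect and positive control for full effect; nearly all actives have a fitted effect of over 50% in size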
# CCT chaperon mod – changes cytosolic chaperonin activity; purified chaperonin ATPase assay, HTRF ADP detection, 30 min; activity change, % (concentration not given with the values), hits read low; 360,000 tested, 0.3% active; in the data active = activity change below about -30%; also: % is scaled to controls: 0 for no effect and ±100 for the full control effect
#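 ATPase activity: ADP formed was measured by HTRF Transcreener (665/615 nm ratio) after 30 min at 37 deg C with 10 uM ATP. Compounds screened at one 76 uM concentration against 40 or 20 nM TRiC in Tris pH 7.4/KCl/MgCl2/DTT buffer.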
# EPAC2 agonist – agonists of human EPAC2 (RAPGEF4) | Q8WZA2 | EPAC2 activation, biochemical qHTS; response scale: 100% = 6.5 mM cAMP response | Potency, µM (titrated, usually from 154 µM), inactives show at the top dose activation, hits mostly activators | 360,000 tested, 0.079% active | AID 720711; also: potency is read from the fitted curve at half-maximal effect; nearly all actives have a fitted effect of over 50% in size
#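 Compounds were added across a concentration range to EPAC2 (100 nM), RAP1B-BODIPY-GDP (250 nM) and GDP (50 uM). After 5 min at room temperature, fluorescence was recorded at 5-min intervals for 30 min.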
# IL2 activator – activates IL-2 in a cell-based reporter assay; IL-2 activation reporter assay, cell-based qHTS; stimulated with anti-CD3/CD4/CD28 beads; in transgenic mouse T cells; activation, % (series mostly up to about 46 µM); 360,000 tested, 0.065% active; AID 652025; in the data active = activation above about 50%; inconclusive = mostly about 30% to 49%; also: 0% is about no effect
#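 EGFP and DsRed fluorescence is measured by plate cytometry in unstimulated transgenic mouse T cells exposed to compound for 60 minutes, then stimulated 18 hours at 37 degrees C with anti-CD3/anti-CD4 beads plus anti-CD28.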
# WRN helicase inh – blocks human WRN helicase; Q14191; Potency, µM (doses to about 114 µM), without a hit: at the top dose activity change, negative = inhibition, actives largely listed as inhibitors; 360,000 tested, 0.46% active; WRN helicase unwinding, fluorescent forked duplex, kinetic; also: potency is read from the fitted curve at half-maximal effect; % is scaled to controls: 0 for no effect and ±100 for the full control effect; nearly all actives have a fitted effect of over 55% in size
#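 Kinetic red-fluorescence monitoring (525/598 nm) tracks WRN helicase activity after 100 nM fluorophore-quencher forked duplex and 2 mM ATP are added to 20 nM enzyme pretreated 15 min at room temperature with compound.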
# PI5P4K alpha inh – PI5P4K alpha (human) kinase inhibition | P48426 | PI5P4Kalpha enzyme, ADP-Glo luminescence, 60 min; active compounds read low | max response, % | 330,000 tested, 1.2% active | AID 652105; active = max response of -50% or lower; inconclusive = between -30% and -50%; inactive = -30% or higher; also: value at the top dose of about 77 µM; % is scaled to controls: 0 for no effect and ±100 for the full control effect
# Target sequence (P48426 whole entry, looked up): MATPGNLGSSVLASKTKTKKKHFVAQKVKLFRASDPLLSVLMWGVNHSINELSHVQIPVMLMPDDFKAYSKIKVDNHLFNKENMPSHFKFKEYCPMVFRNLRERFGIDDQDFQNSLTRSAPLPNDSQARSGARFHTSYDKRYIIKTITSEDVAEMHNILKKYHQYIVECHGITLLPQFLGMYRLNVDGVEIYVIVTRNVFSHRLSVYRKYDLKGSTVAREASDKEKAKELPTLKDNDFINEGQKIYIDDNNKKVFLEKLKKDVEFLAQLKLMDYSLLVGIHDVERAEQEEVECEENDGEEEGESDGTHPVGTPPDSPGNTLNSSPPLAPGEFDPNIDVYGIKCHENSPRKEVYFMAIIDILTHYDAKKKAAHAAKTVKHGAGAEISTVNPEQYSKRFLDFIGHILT
#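 Single end-point luminescence (ADP-Glo) quantified ADP from PI5P4Kalpha turnover; ATP 5 microM final, 1 h at RT, 0.1% CHAPS and 0.28 mM EGTA in HEPES pH 7.4.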
# EPAC1 agonist – agonists of human EPAC1; O95398; EPAC1 agonist qHTS, biochemical assay; response scale: 100% = response to 6.5 mM cAMP; Potency, µM (doses to about 154 µM), without a hit: top-dose activation, actives largely listed as activators; 360,000 tested, 0.073% active; AID 720707; also: potency is read from the fitted curve at half-maximal effect; nearly all actives have a fitted effect of over 60% in size
#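 Read-out is the fluorescence drop as BODIPY-GDP leaves Rap1B (480 nm excitation, 540 nm emission), recorded every 5 minutes over 30 minutes. Reactions held 100 nM EPAC1, 250 nM Rap1B–BODIPY-GDP and 50 uM GDP, with 6.5 mM cAMP setting full activation.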
# * = called active by the depositor; ? = inconclusive; . = not tested or not shown; [ ] = dose if it differs, or a comment. Unless noted, calls follow the shape of the dose curve; as a rule, active = well fitted curve in the direction sought with a large enough effect; inconclusive = small, poorly fitted or top-dose-only effect, or another doubt; inactive = no such curve, though single readings can be large; an effect the other way counts as inactive or inconclusive. A portion of the library. The share of hits here may be higher or lower than overall.
EPAC1 antagonist	EPAC2 agonist	PI5P4K alpha inh	CCT chaperon mod	IL2 activator	PLK1 PBD inh	EPAC1 agonist	WRN helicase inh	molecule
-5%	-14%	-5	-4.9	-1.6	?	6%	-14%	CCOc1cc(C=C2C(=O)c3ccccc3C2=O)ccc1OCC(=O)Nc1ccc(C)cc1
4%	-5%	0	-1.6	-0.3	1%	-1%	-2%	C=CCNc1nc(C)nc(OC)n1
4%	-1%	-5	-2.2	-3.7	0%	0%	14%	CCCCn1c(N)c(N(CCOC)C(=O)COc2ccc(OCC)cc2)c(=O)[nH]c1=O
-11%	2%	-3	-1.0	1.1	-3%	5%	-4%	CC(Sc1nnc(C(F)(F)F)n1C)C(=O)Nc1ccc(N2CCOCC2)cc1 (stereo not drawn)
13%	13%	-1	0.4	0.2	-4%	3%	7%	CC1CN(C(=O)c2cc(S(=O)(=O)N3CCCC3)ccc2Cl)CC(C)O1 (stereo not drawn)
4%	-9%	3	0.3	-0.3	-2%	7%	3%	Cc1ccn2cc(CCNC(=O)CC(C)(C)C)nc2c1
-3%	2%	-4	-3.6	-4.9	-13%	-15%	7%	CC(=O)N1c2ccc(S(=O)(=O)NCC3CCC(C(=O)Nc4ccc(C)cn4)CC3)cc2CC1C (stereo not drawn)
-12%	9%	.	-0.5	-1.6	?	3%	-6%	O=C(Nc1nc(SCc2ccc(F)cc2)ns1)c1ccco1
-2%	3%	1	-0.6	1.8	-15%	4%	-33%	O=C(c1ccco1)N1CCN(C(=O)c2cn(-c3ccccc3)nc2-c2ccc(F)cc2)CC1
9%	-9%	2	-2.4	-0.9	-4%	-5%	-4%	COc1cc(OC)cc(C(=O)Nn2cc(C(=O)N3CCN(C)CC3)c3ccccc3c2=O)c1
16%	10%	0	0.0	2.3	-3%	1%	3%	Cc1ccc(NC(=O)Cn2c(=O)cnc3ccccc32)cc1S(=O)(=O)N1CCCCC1
-16%	25%	2	-0.4	0.2	-17%	15%	0%	O=C(OCC(=O)N1CCC(c2ccccc2)=N1)c1ccc(Cl)s1
3%	-3%	-13	-0.1	-0.8	-4%	-4%	8%	Cc1cc(=O)n2[nH]c(N3C(=O)CCC3=O)nc2n1
-26%	9%	4	1.2	-0.9	-22%	6%	-27%	O=C(c1cccc(NS(=O)(=O)c2ccc(F)c(F)c2)c1)N1CCN(C(c2ccccc2)c2ccccc2)CC1
-4%	6%	2	1.0	-0.4	-7%	10%	-5%	Cc1noc(C)c1S(=O)(=O)N1CCCCC1c1cc(C(=O)Nc2cccc3c2CCCC3)no1 (stereo not drawn)
-11%	2%	?	-3.8	0.1	-16%	-3%	2%	O=C1CCCc2c1cc(-c1ccccc1)n2-c1ccc(O)cc1
-8%	-4%	.	-3.2	2.0	-20%	0%	-1%	O=C1CN(C(=O)c2ccco2)C(c2ccc(F)cc2)c2cc(Cl)ccc2N1 (stereo not drawn)
-14%	4%	5	-0.8	-0.4	-23%	5%	2%	Cc1cc(C)cc(C(=O)N2CCC3(CC2)NCCc2[nH]cnc23)c1
14%	13%	-5	-4.5	-2.5	0%	14%	?	Cc1ccc(C(=O)COC(=O)c2ccc(Cl)c(N)c2)s1
-1%	2%	17	-1.7	-0.1	-1%	9%	-3%	O=C(COC(=O)COc1ccc(Br)cc1)NCc1ccccc1
3%	5%	-2	0.8	-2.4	0%	5%	-5%	Cc1cc(Oc2ccc(Cl)cc2)nc(-c2ccccn2)n1
0%	5%	9	-0.6	-0.1	8%	7%	2%	Cc1cccc(NC(=O)CN(CCc2ccccc2)S(C)(=O)=O)c1
4%	-20%	-8	-2.1	0.1	-8%	2%	-6%	CCOC(=O)c1ccc(NC(=O)CCc2ccc(C)o2)cc1
5%	-1%	2	-0.4	4.1	5%	14%	-4%[57.1 µM]	CC(=O)Nc1ccc(NC(=O)Nc2ccccc2)cc1
0%	6%	-1	2.2	0.2	-8%	6%	-2%	O=c1[nH]c(=S)[nH]cc1Oc1ccccc1
-1%	3%	-2	-0.6	-1.8	-21%	4%	2%	CCOC(=O)Cc1c(C)nc2c(-c3ccccc3)c[nH]n2c1=O
8%	0%	-6	-0.7	-2.3	-3%	-4%	3%	CC(=O)c1ccc(OCc2cc(C(=O)N(C)Cc3cc(C)no3)no2)cc1
-1%	9%	4	-3.0	0.5	-4%	-5%	-1%	CC1CC(C)CN(C(=O)c2nn(C)c3c2CSc2ccccc2-3)C1 (stereo not drawn)
6%	-3%	-12	0.4	0.6	-3%	17%	-3%	COc1ccc(S(=O)(=O)N2CCC(Cc3ccccc3)CC2)cc1NC(C)=O
1%	3%	7	-1.1	-2.1	-15%	2%	0%	Cc1ccc(C(=O)N/C(=C\c2ccc(-c3cccc([N+](=O)[O-])c3)o2)C(=O)NCCCN2CCOCC2)cc1

# Arranged by count of non-hydrogen atoms (descending): part of the list above.
EPAC1 antagonist	EPAC2 agonist	PI5P4K alpha inh	CCT chaperon mod	IL2 activator	PLK1 PBD inh	EPAC1 agonist	WRN helicase inh	molecule
-26%	9%	4	1.2	-0.9	-22%	6%	-27%	O=C(c1cccc(NS(=O)(=O)c2ccc(F)c(F)c2)c1)N1CCN(C(c2ccccc2)c2ccccc2)CC1
4%	-1%	-5	-2.2	-3.7	0%	0%	14%	CCCCn1c(N)c(N(CCOC)C(=O)COc2ccc(OCC)cc2)c(=O)[nH]c1=O
6%	-3%	-12	0.4	0.6	-3%	17%	-3%	COc1ccc(S(=O)(=O)N2CCC(Cc3ccccc3)CC2)cc1NC(C)=O
8%	0%	-6	-0.7	-2.3	-3%	-4%	3%	CC(=O)c1ccc(OCc2cc(C(=O)N(C)Cc3cc(C)no3)no2)cc1
-1%	3%	-2	-0.6	-1.8	-21%	4%	2%	CCOC(=O)Cc1c(C)nc2c(-c3ccccc3)c[nH]n2c1=O
4%	-20%	-8	-2.1	0.1	-8%	2%	-6%	CCOC(=O)c1ccc(NC(=O)CCc2ccc(C)o2)cc1
3%	-3%	-13	-0.1	-0.8	-4%	-4%	8%	Cc1cc(=O)n2[nH]c(N3C(=O)CCC3=O)nc2n1

# Returning to the listing with the two entries that preceded the break.
EPAC1 antagonist	EPAC2 agonist	PI5P4K alpha inh	CCT chaperon mod	IL2 activator	PLK1 PBD inh	EPAC1 agonist	WRN helicase inh	molecule
6%	-3%	-12	0.4	0.6	-3%	17%	-3%	COc1ccc(S(=O)(=O)N2CCC(Cc3ccccc3)CC2)cc1NC(C)=O
1%	3%	7	-1.1	-2.1	-15%	2%	0%	Cc1ccc(C(=O)N/C(=C\c2ccc(-c3cccc([N+](=O)[O-])c3)o2)C(=O)NCCCN2CCOCC2)cc1
-16%	8%	1	-0.5	0.2	0%	-5%	-12%	O=C(c1ccco1)N1CCN(C2CN(Cc3cn(Cc4ccccc4C(F)(F)F)nn3)S(=O)(=O)C2)CC1 (stereo not drawn)
-27%	1%	-3	2.2	0.7	-5%	-1%	-1%	CN(CCc1ccccc1)C(=O)c1cccc(NC(=O)Cc2cccc(NC(=O)C3CCCN(C(=O)C4CCCCC4)C3)c2)c1 (stereo not drawn)
-2%	8%	-1	1.1	-3.6	1.9µM*	11%	-19%	O=C1COc2ccc(C(=O)CCl)cc2N1
7%	-4%	.	-0.7	-3.8	-1%	-4%	13%	CN(CCc1ccccn1)S(=O)(=O)c1ccccc1F
-13%	4%	-8	-3.7	-4.6	3%	9%	?	COc1ccc(NC(=O)COc2cccc3c2CCN(Cc2cccnc2)C3=O)cc1
-1%	13%	.	-0.3	2.6	0%	9%	-3%	Cc1ccccc1-c1noc(CCC(=O)NCC2CCCO2)n1 (stereo not drawn)
-12%	0%	16	-2.5	-3.0	-1%	9%	-9%	COc1ccc(-c2cc(C(=O)Nc3ccccc3N3CCOCC3)c3ccccc3n2)cc1OC
-3%	6%	3	-7.1	-2.1	4%	7%	-3%	Cc1ccc2nc(NC(=O)C3CCN(c4ncnc5sc(C)c(C)c45)CC3)sc2c1
1%	-1%	.	-0.5	-2.8	-2%	6%	6%	COC(=O)NCc1ccc2c(c1)OCO2
-14%	4%	-7	-1.1	-1.9	-5%	-4%	6%	CN(C(=O)C1CCOC1)c1nnc(C2CCOC2)s1 (stereo not drawn)
11%	7%	-2	-2.1	-1.4	-13%	4%	4%	CCCCCCN1C[C@@H](O)[C@H](n2cc(COC(=O)c3ccccc3)nn2)C[C@@H]1c1ccc(OC)cc1
-12%	2%	-14	-1.0	-0.6	?	7%	-7%	COc1ccc(C(=O)Nc2ccc3oc(-c4cccc(Cl)c4)cc(=O)c3c2O)cc1
6%	-12%	.	1.3	2.5	-7%	-7%	-2%	CCOC(=O)c1c(C)c(C(=O)NCC2CCCO2)c(C)n1CC (stereo not drawn)
-10%	5%	4	-2.6	0.4	0%	0%	-26%	COc1cc(C(=O)Nc2ccc3c(c2)C(=O)N(CCC(=O)O)C3=O)cc(OC)c1OC
-15%	9%	-16	0.4	2.4	3.8µM*	4%	-24%	CCOC(=O)/C(C#N)=C1/C(=O)N(Cc2ccccc2)c2ccccc21
10%	-6%	0	0.1	-0.6	-5%	5%	10%	Cc1ccc(NC(=O)Cn2nc(C)c3ccccc3c2=O)cc1
-3%	7%	-4	-0.6	0.5	5%	5%	-5%	COc1cccc(OCc2cc(C(=O)NCc3ccc4c(c3)OCO4)no2)c1
